IEC-6 tox – cytotoxicity in IEC-6 intestinal epithelial cells, primary screen, cytotoxicity control for KLF5 inhibitor project, cell-based, luminescence. AID 1825, 2009. IEC-6 cytotoxicity, luminescence viability. actives 0.78% (n = 290,000). inhibition, % at 5 µM; in the data active means inhibition above about 22%;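 further: 0% = plate median of test compound wells and 100% = cytotoxic reference compound wells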
HSP90 inh – HSP90 inhibitors, primary screen, cell lysate, luminescence. actives 0.91% (n = 290,000). inhibition, % at 5.6 µM. AID 1789, 2009. Rabbit reticulocyte lysate, luciferase refolding luminescence, 3 h. Heat shock protein HSP 90 (rabbit reticulocyte lysate; luciferase refolding);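 active means inhibition above the screen-wide mean plus 3 SD, computed separately per campaign, cut at about 16% in these data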;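 further: 0% = DMSO wells and 100% = 60 µM geldanamycin wells; inhibitors lower the luminescence because luciferase stays unfolded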
DYRK1A inh – rat Dyrk1A kinase inhibitors, primary screen, biochemical, single point, plate reader; Dual specificity tyrosine-phosphorylation-regulated kinase 1A (Rattus norvegicus), Q63470; ADP-Glo luminescence, NFATc1 peptide; inhibition, % at 12.5 µM; actives 0.43% (n = 310,000); AID 504441, 2011; in the data active means inhibition above about 50%;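 further: plate controls were vehicle with enzyme for no effect and no enzyme for full effect; many of its hits are not listed in these tables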
HSF1 inhib – HSF1 inhibitors in luciferase reporter cells, primary screen, cell-based, NIH3T3, luminescence; NIH3T3-HGL HSE-luciferase, MG132-induced, luminescence 8 h; hits give low values; activity change, negative = inhibition, % at 7.5 µM (by protocol); actives 0.77% (n = 300,000);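 active means more than half of replicate wells show activity change below -50%, luminescence cut by over half; inconclusive means some wells, but at most half, below -50%; inactive means no replicate well below -50%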;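 further: luciferase reports HSF-1 transcriptional activity via heat shock element; 0% = median of DMSO wells and -100% = zero luminescence signal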
HSF1 activator – HSF-1 activators, primary screen, NIH3T3-HGL cells, MG132 stress, luminescence, single point | NIH3T3-HGL HSF-1 luciferase reporter, 8 h; 100% = twice DMSO control signal | activation, % at 9 µM | actives 1.7% (n = 300,000) | AID 504408, 2011;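 active means mean replicate activation of at least 50% with a set share of replicates each reaching 50%; inconclusive means only one of those two conditions met; inactive means mean below 50% and too few replicates reaching it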;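 further: 0% = median of the neutral control wells and 100% = twice that signal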
Platelet DG rel – inhibitors of platelet dense granule secretion, primary screen, cell-based, MLPCN, human platelets. human platelet-rich plasma, SFLLRN dense granule ATP release, luminescence. inhibition, %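 (compounds screened at 7.5 µM in platelet-rich plasma)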. actives 0.22% (n = 300,000);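 active means mean replicate score, as percent of positive control, at or above 50; inconclusive means mean below 50 but at least one replicate at or above 50; inactive means mean and every replicate below 50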
GSK3beta inhib – human GSK3beta kinase inhibitors, primary screen, biochemical, cell-free homogeneous, HTS; Glycogen synthase kinase-3 beta (Homo sapiens), P49841; GST-GSK3beta kinase, ADP-Glo luminescence, 60 min; hits give low values; activity score (negative = inhibition), % at 10 µM; actives 0.038% (n = 300,000); AID 2097, 2009;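 active means more than half of replicate wells score below -50%, meaning over 50% inhibition versus plate controls; inconclusive means some replicates but at most half score below -50%; inactive means no replicate scores below -50%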;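 further: 0% = median DMSO wells and -100% = median GW8510 positive control wells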
Target sequence (P49841 whole entry, looked up): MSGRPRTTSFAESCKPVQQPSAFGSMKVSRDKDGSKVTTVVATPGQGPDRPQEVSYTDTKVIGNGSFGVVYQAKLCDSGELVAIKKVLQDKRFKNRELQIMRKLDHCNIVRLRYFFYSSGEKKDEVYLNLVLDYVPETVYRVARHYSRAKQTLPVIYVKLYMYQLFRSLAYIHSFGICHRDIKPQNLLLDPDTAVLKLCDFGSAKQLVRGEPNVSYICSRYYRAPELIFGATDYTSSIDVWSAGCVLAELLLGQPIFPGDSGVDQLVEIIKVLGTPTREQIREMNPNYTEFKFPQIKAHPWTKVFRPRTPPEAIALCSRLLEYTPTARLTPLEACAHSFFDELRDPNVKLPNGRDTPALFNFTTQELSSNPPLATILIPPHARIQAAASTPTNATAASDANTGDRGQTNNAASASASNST
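Test system: GST-fused GSK3beta enzyme, cell-free | Quantity: 1.6 ng GST-GSK3beta enzyme per well | Reagent: 25 µM ATP with peptide substrate | Schedule: 60 min enzyme reaction, room temperature | Signal: Luminescent ADP-Glo measurement of ADP formed | Read-out basis: Score relative to plate controls | Control set: DMSO and 20 µM GW8510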
GSK3 alpha inh – blockers of GSK3A enzyme activity – biochemical, luminescence, cell-free homogeneous, HTS, primary screen; Glycogen synthase kinase-3 alpha (Homo sapiens), P49840; GSK-3 alpha kinase, ADP-Glo luminescence, 60 min; inhibition, % at 10 µM; actives 0.1% (n = 320,000);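 in the data active means inhibition above about 50%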;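 further: GST-tagged GSK-3 alpha with peptide substrate and 25 µM ATP; 0% = DMSO neutral wells and 100% = GW8510 positive control wells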
Target sequence (P49840 whole entry, looked up): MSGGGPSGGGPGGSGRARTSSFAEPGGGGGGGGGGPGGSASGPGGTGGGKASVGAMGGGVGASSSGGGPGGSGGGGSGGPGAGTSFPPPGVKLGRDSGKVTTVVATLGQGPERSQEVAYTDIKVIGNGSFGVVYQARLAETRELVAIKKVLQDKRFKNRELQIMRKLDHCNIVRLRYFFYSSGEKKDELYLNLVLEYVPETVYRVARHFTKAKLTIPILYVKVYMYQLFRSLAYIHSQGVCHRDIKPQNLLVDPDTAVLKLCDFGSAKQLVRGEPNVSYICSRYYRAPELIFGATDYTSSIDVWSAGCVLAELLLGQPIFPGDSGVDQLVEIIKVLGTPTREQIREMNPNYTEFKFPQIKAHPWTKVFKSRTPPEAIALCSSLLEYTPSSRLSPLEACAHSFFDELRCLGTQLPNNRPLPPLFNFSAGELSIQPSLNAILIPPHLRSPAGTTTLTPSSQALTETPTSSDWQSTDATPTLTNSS
KLF5 inhibitor – KLF5 expression inhibitors, primary screen, DLD-1 cells, luminescence | DLD-1 KLF5 promoter-luciferase reporter | inhibition, % at 5 µM | actives 0.23% (n = 290,000);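 active means inhibition above a per-plate limit of that plate's mean compound inhibition plus 3 SD, cut at about 60% in these data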;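 further: 0% = DMSO wells and 100% = LY294002 at 200 µM; higher means less KLF5 promoter-driven luciferase light; inactives centre near -14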
aSyn UTR inh – MLPCN primary screen, SNCA 5' untranslated region. alpha-synuclein 5'UTR reporter, inhibitor activity. inhibition, % (tested at 7.5 µM). actives 0.82% (n = 300,000). AID 1813, 2009; in the data active means inhibition above about 60%; inconclusive means no clear call, values can overlap the other calls;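 further: H4 neuroglioblastoma cells stably carrying SNCA 5'UTR luciferase fusion; 0% = DMSO wells and 100% = positive control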
Active calls of the source: *; ? = inconclusive; nt = not tested or not shown. The list is partial; the hit share may differ from the screen's.

SMILES	IEC-6 tox	HSP90 inh	DYRK1A inh	HSF1 inhib	HSF1 activator	Platelet DG rel	GSK3beta inhib	GSK3 alpha inh	KLF5 inhibitor	aSyn UTR inh
CCCCOC(=O)C1=C(C)NC(=O)NC1c1ccccc1 (stereo not drawn)	1	-1	3	-5	2	0	1	-1	-16	0
Cc1cc(N2CCCC2=O)cc(C)c1CN1C(=O)c2ccccc2C1=O	-1	-1	-5	-1	8	-4	3	-1	1	18
Cc1cccc(N(C)C(=O)COc2cc(=O)n(C)c3ccccc23)c1	-3	-1	-1	7	-2	1	1	-1	-13	-8
CC(C)n1c(=N)c(C(=O)NCCc2ccccc2)cc2c(=O)n3ccccc3nc21	6	-2	-2	5	6	-3	-1	-5	9	-32
Cc1ccc2c(c1)c1c(n2C)-c2[nH]ncc2CC1	2	0	46	12	12	9	-3	6	-90	-49
CCOC(=O)C1CCCN(Cc2ccc(OC)cc2OC)C1 (stereo not drawn)	-3	3	3	-1	21	3	1	-1	1	-15
O=S(=O)(c1ccc(C2=CSC3=NCCN23)cc1)N1CCOCC1	5	3	-6	-2	-26	-16	1	-3	9	19
COc1ccc(C(CNC(=O)c2ccc(S(=O)(=O)Nc3ccccc3F)cc2)N(C)C)cc1 (stereo not drawn)	-3	-5	0	0	31	0	0	5	-17	5
CC(=O)NS(=O)(=O)c1ccc(NC(=S)NC(=O)C(C)C)cc1	-2	-1	-4	-4	3	-6	1	nt	6	8
O=C(C(=O)N1CCN(c2ccc([N+](=O)[O-])cc2)CC1)c1cn(CC(=O)N2CCOCC2)c2ccccc12	-3	0	nt	-6	-17	14	0	-14	-4	10
Cc1cc2occ(CC(=O)NNC(=O)c3ccccc3F)c2cc1C	1	-1	2	3	16	-7	0	-3	-30	-7
Cc1ccsc1/C=N/N=C/c1sccc1C	10	14	5	-8	4	17	3	-1	-136	-181

Continued, overlapping the part above by two compounds.
SMILES	IEC-6 tox	HSP90 inh	DYRK1A inh	HSF1 inhib	HSF1 activator	Platelet DG rel	GSK3beta inhib	GSK3 alpha inh	KLF5 inhibitor	aSyn UTR inh
Cc1cc2occ(CC(=O)NNC(=O)c3ccccc3F)c2cc1C	1	-1	2	3	16	-7	0	-3	-30	-7
Cc1ccsc1/C=N/N=C/c1sccc1C	10	14	5	-8	4	17	3	-1	-136	-181
Cn1c(SCC(=O)c2ccc(-c3ccccc3)cc2)nnc1-c1ccco1	-6	4	-5	12	45	1	1	0	-12	-13
O=C(COc1nsnc1N1CCOCC1)Nc1ccccc1Cl	1	-3	3	-1	4	-1	0	-3	-5	-21
CC1=NN(c2cccc(C(=O)O)c2)C(=O)/C1=C\C=C\c1ccco1	-11	-1	1	4	14	nt	6	-2	-33	-31
CC(Cc1ccccc1)C(=O)NCc1ccncc1 (stereo not drawn)	-7	1	-3	1	-14	0	-10	0	-15	0
N/C(=N\c1nc2c(c(=O)[nH]1)CCC2)Nc1cccc(Cl)c1	5	-5	-2	2	32	9	2	-4	-1	19
COc1ccccc1C(=O)Nc1c(C(=O)N2CCN(C)CC2)oc2ccccc12	7	5	-2	-2	-3	3	0	nt	-20	-3
C=CCNC(=S)N1CCN(S(=O)(=O)c2ccc(C)cc2)CC1	7	2	10	1	4	5	0	0	-12	12
O=C(CC(c1ccccc1)c1ccccc1O)NCCN1CCOCC1 (stereo not drawn)	10	5	-2	-2	-1	-2	4	-1	3	0
COc1cccc(CNC(=O)C2CCN(Cc3cnn(-c4ccccc4)c3-n3cccc3)CC2)c1	6	10	6	-6	-8	-1	1	6	-14	7
O=C(COc1ccc(Cl)cc1)Nc1nnc(C2=COCCO2)o1	4	0	11	-3	-1	-11	6	-3	-14	16
O=C(CSc1nc(=O)n2ccccc2n1)N1CCC(Cc2ccccc2)CC1	nt	nt	-3	-1	0	23	1	-3	nt	-5
COc1ccc(C(=O)Nc2ccc3c(c2)n(C)c(=O)n3C)cc1OC	4	-4	-1	0	0	4	3	-3	-12	-15
COc1ccc(CC(=O)Nc2cccc(-c3cn4ccccc4n3)c2)cc1	-2	5	2	5	27	11	15	2	-15	-20
CN(Cc1ccc(F)cc1)C(=O)COc1ccc2ccccc2c1	-2	-3	-5	6	17	2	-20	4	-2	14
Cc1ccc(S(=O)(=O)N2CCN(S(=O)(=O)N(C)C)CC2)cc1	-4	-2	5	-4	11	1	2	0	-19	15
O=C(N/N=C/c1ccccc1OC(F)F)C1=COCCO1	-6	-6	-3	-1	-3	-4	-2	0	-61	-20
CCN1C(=O)c2ccccc2Sc2ccc(C(=O)O)cc21	5	2	-1	1	3	-5	-1	-1	-22	2
O=C(CS(=O)(=O)c1ccc(F)cc1)Nc1nccs1	nt	nt	-10	-7	-6	25	-3	-2	nt	6
CCN(c1ccc(NC(=O)COC(=O)CCc2nc3ccccc3n2-c2ccccc2)cc1)C(C)C	-5	-6	-1	4	-3	6	3	-2	1	-2
Cc1cc(C)c(CN2CCC(N3CCC(C(=O)NCC4CCCO4)CC3)CC2)cc1C (stereo not drawn)	-1	-4	nt	3	-1	-3	1	-2	-26	-19
CCOC(=O)CSC1=C(C#N)C(c2ccc(F)cc2)C(C(C)=O)=C(C)N1 (stereo not drawn)	-13	2	4	-2	5	-11	-3	1	-2	9
Cc1cc(=O)oc2cc(OC(C)C)ccc12	-5	-2	-2	-1	16	0	2	4	-15	20
CC(C)(C)c1ccc(OC(=O)c2ccccc2)cc1	-2	7	-1	-2	7	14	0	-3	-19	-14
CCCc1ccc2c(N)c(C#N)sc2n1	-4	-2	5	-8	13	8	-6	6	-59	-5

Given in markdown: entries from further up.
| Compound | IEC-6 tox | HSP90 inh | DYRK1A inh | HSF1 inhib | HSF1 activator | Platelet DG rel | GSK3beta inhib | GSK3 alpha inh | KLF5 inhibitor | aSyn UTR inh |
| --- | --- | --- | --- | --- | --- | --- | --- | --- | --- | --- |
| C=CCNC(=S)N1CCN(S(=O)(=O)c2ccc(C)cc2)CC1 | 7 | 2 | 10 | 1 | 4 | 5 | 0 | 0 | -12 | 12 |
| O=C(CC(c1ccccc1)c1ccccc1O)NCCN1CCOCC1 (stereo not drawn) | 10 | 5 | -2 | -2 | -1 | -2 | 4 | -1 | 3 | 0 |
| COc1cccc(CNC(=O)C2CCN(Cc3cnn(-c4ccccc4)c3-n3cccc3)CC2)c1 | 6 | 10 | 6 | -6 | -8 | -1 | 1 | 6 | -14 | 7 |
| O=C(COc1ccc(Cl)cc1)Nc1nnc(C2=COCCO2)o1 | 4 | 0 | 11 | -3 | -1 | -11 | 6 | -3 | -14 | 16 |

More records:
SMILES	IEC-6 tox	HSP90 inh	DYRK1A inh	HSF1 inhib	HSF1 activator	Platelet DG rel	GSK3beta inhib	GSK3 alpha inh	KLF5 inhibitor	aSyn UTR inh
O=C(COc1ccc2ccccc2c1Br)N1CCCCC1	7	2	21	16	7	10	-2	-2	-2	-61
CC1=C(C(=O)OCc2ccc3c(c2)OCO3)C(c2ccccc2)NC(=O)N1 (stereo not drawn)	5	3	77*	?	-55	-1	0	63*	24	26
NC1=NC(c2cn[nH]c2-c2cccc(F)c2)n2c(nc3ccccc32)N1 (stereo not drawn)	4	-1	17	-75*	-80	-5	-4	4	-6	-28
COc1ccc(CN2CC(C(=O)NCCN3CCOCC3)CC2=O)cc1 (stereo not drawn)	-3	-1	4	-11	-7	-2	4	nt	-23	4
COc1cc(O)c(C(CC(=O)N2CCCC2)c2ccc(N(C)C)cc2)c(OC)c1 (stereo not drawn)	nt	nt	-11	-2	-1	-1	0	0	nt	7
Cc1cccc(C)c1NC(=O)NC1(C(=O)NCC2CCCO2)CCCCC1 (stereo not drawn)	5	-4	9	2	-6	-5	1	0	-3	-6
CCC(CC)COC(=O)C(C#N)c1nc2ccccc2nc1N1CCOCC1 (stereo not drawn)	-10	-1	-4	3	-4	0	3	-1	-19	2
COc1ccc(C(=O)N2CCC(C(=O)Nc3ccccc3OC)CC2)cc1	3	-1	2	1	-6	3	2	-1	0	25
CC(C)(C)Cc1nc(-c2ccc(Cl)cc2)no1	7	2	-4	0	-10	-1	-6	0	5	-40
C=CCNC(=O)CN(Cc1ccccc1)S(=O)(=O)c1ccccc1	-8	1	-6	2	11	9	2	3	-41	0
CCn1c(=O)n(CC(=O)NCC2CCCO2)c(=O)c2c3c(sc21)COC(C)(C)C3 (stereo not drawn)	-1	3	-4	0	11	6	0	2	4	13
CC1=C(C(=O)OCc2ccccc2)C(c2ccccc2-c2ccccc2)NC(=O)N1CCCCCC(=O)O (stereo not drawn)	0	0	35	4	20	-1	0	-2	-33	-12
Cc1ccc(C(=O)N2CCN(c3cc4c(cc3[N+](=O)[O-])n(C)c(=O)n4C)CC2)cc1	1	2	0	-3	-1	12	2	3	-37	4
CC(C)CC(OC(=O)c1cccs1)C(=O)NCC1CCCO1 (stereo not drawn)	-1	-4	-1	3	2	2	1	-1	-17	-12
CCOC(=O)/C(C#N)=C/c1c(N2CCN(c3cccc(Cl)c3)CC2)nc2c(C)cccn2c1=O	-4	5	-10	-3	-4	-1	2	nt	6	-5
C=CCOc1c(CNc2nccs2)cccc1OCC	-1	0	-1	-5	1	-1	-2	0	-4	-4
CN(C(=O)COC(=O)c1ccc(Cl)cc1N)C1CCCCC1	4	7	-1	21	59*	3	2	-1	-8	-82
COc1ccc(C(c2nnnn2Cc2ccccc2)N2CCN(C(=O)c3ccco3)CC2)cc1 (stereo not drawn)	-1	-1	1	-3	14	-20	0	2	3	9
Cc1ccccc1-n1c(-c2ccc(Br)o2)n[nH]c1=S	nt	nt	5	6	22	17	0	-2	nt	4

3 entries from above, sorted by length of the SMILES, rising:
SMILES	IEC-6 tox	HSP90 inh	DYRK1A inh	HSF1 inhib	HSF1 activator	Platelet DG rel	GSK3beta inhib	GSK3 alpha inh	KLF5 inhibitor	aSyn UTR inh
CC(Cc1ccccc1)C(=O)NCc1ccncc1 (stereo not drawn)	-7	1	-3	1	-14	0	-10	0	-15	0
CN(Cc1ccc(F)cc1)C(=O)COc1ccc2ccccc2c1	-2	-3	-5	6	17	2	-20	4	-2	14
CC(=O)NS(=O)(=O)c1ccc(NC(=S)NC(=O)C(C)C)cc1	-2	-1	-4	-4	3	-6	1	nt	6	8

Source: PubChem
